# Bioassay records deposited in PubChem by Broad Institute.
# PGC1a acetyl inh – inhibitors of PGC1a acetylation signal, primary screen, cell-based, U2OS, AlphaScreen, inhibitor mode | AlphaScreen anti-acetyl-lysine; with virally co-expressed GCN5 acetyltransferase | inhibition, % at 15.6 µM | hit rate 0.17% among 350,000;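 active = every replicate shows inhibition of at least 40%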;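 also: 0% = neutral control wells and 100% = positive control wells; some results beyond the cut were filed as inactive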
# Xi reactivation – activators of inactive X chromosome reactivation, primary screen, imaging, XiGFP fibroblasts, GFP high-content imaging, set 2; XiGFP mouse fibroblasts, % GFP-positive cells imaging, 3 d; cells co-treated with 5-aza-dC sensitizer; scaled so ellipticine positive control = 100%; activation, % at 7.58 µM; hit rate 0.055% among 360,000; AID 743238, 2013;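 active = mean normalized replicate activation at least 10% and every replicate at or above 10%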;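 also: 0% = median of on-plate neutral control wells and 100% = ellipticine 6 µM median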
#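 Material: SV40-immortalized XiGFP fibroblast cells, line 68-5-11 | Buffer or medium: DMEM containing 5-aza-dC | Dosing: One concentration, pinned | Times: 3 d treatment, 15 min room-temperature fixation | Controls: Ellipticine 6 µM positive control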
# S100A4 inh HTS – inhibitors of S100A4-myosin IIA peptide binding, primary screen, biochemical, fluorescence polarization, TAMRA-MyoIIA peptide. Protein S100-A4 (Homo sapiens), P26447. inhibition, % at 10.7 µM. hit rate 0.14% among 360,000. AID 652163, 2013;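 active = mean inhibition of at least 70% across replicates, with every replicate also reaching that level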
# Target sequence (P26447 whole entry, looked up): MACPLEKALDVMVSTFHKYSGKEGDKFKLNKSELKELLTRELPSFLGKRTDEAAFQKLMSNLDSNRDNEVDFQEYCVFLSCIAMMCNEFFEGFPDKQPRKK
#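 Material: S100A4 monomer protein | Medium: HEPES pH 7.2 with CaCl2, KCl, NaCl, DTT, Triton | Reagent: Labelled myosin peptide probe, 5 nM | Doses: One dose per compound | Times: 5 min incubation before reading | Benchmarks: Neutral control DMSO, positive control TFP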
# Cneo AK release – Cryptococcus neoformans cell lysis inducers, primary screen, AK release luminescence, single concentration | lysis activity, % at 15 µM | hit rate 0.2% among 360,000 | C. neoformans lysis, adenylate kinase release luminescence, 4 h; normalised: neutral wells 0, clomiphene wells 100;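 active = mean lysis activity across replicates of at least 80%, whatever share of replicates individually reach that level; inactive = mean lysis activity below 80%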
#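 Test system: log-phase Cryptococcus neoformans yeast cells. Input: 5 × 10^6 yeast cells/mL. Medium: fresh YPD growth medium. Doses: single dose. Incubation: static 4 h at 37 °C with compound, 1 h detection. Measured by: luminescent adenylate kinase detection reagent. Read-out: signal increase indicating cell lysis. Benchmarks: Clomiphene.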
# LGR2 inh – inhibitors of bursicon-induced LGR2 CRE-luciferase signal, primary screen, cell-based, HEK293, CRE-luciferase reporter, bursicon stimulation; Drosophila bursicon receptor LGR2 (rickets); bursicon-stimulated, 4 h; inhibition, % at 9.99 µM; hit rate 0.35% among 380,000; AID 720647, 2013;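 active = drop in luminescence signal, shown as inhibition above about 50% in the replicate tests, limit read from the data, passing the limit was not always enough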;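 also: agonist challenge used bursicon conditioned medium at about half maximal strength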
# ERAP1 HTS inh – human ERAP1 aminopeptidase inhibitors, primary screen, biochemical, single point, plate reader; Endoplasmic reticulum aminopeptidase 1 (Homo sapiens), Q9NZ08; recombinant ERAP1, Leu-AMC fluorescence, 60 min; inhibition, % at 10.7 µM; hit rate 0.15% among 340,000;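 active = mean replicate inhibition of at least 30%, or all replicates individually reaching that 30% level; inactive = mean below 30% and not every replicate reaching it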;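 also: 0% = neutral control wells and 100% = L-leucinethiol positive control wells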
# C2C12 statin – suppressors of statin myotoxicity in C2C12 myotubes, primary screen, cell-based, single point, plate reader; hit rate 0.78% among 330,000; rescue of ATP level, % at 7.49 µM; C2C12 myotubes + simvastatin, ATP luminescence, 48 h; scaled: DMSO 0, geranylgeraniol control 100;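 active = mean ATP rescue above about 67%, or every replicate alone reaching that limit, limit read from the data, passing the limit was not always enough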;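 also: myotubes were challenged with 10 µM simvastatin during compound exposure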
# SIRT5 block – SIRT5 desuccinylase inhibitors, primary screen, biochemical, fluorescence imaging, single point, set 5. NAD-dependent protein deacylase sirtuin-5, mitochondrial (Homo sapiens), Q9NXA8. Purified SirT5, succinyl-peptide AMC, trypsin-coupled fluorescence. inhibition, % at 15 µM. hit rate 1.1% among 330,000; in the data active = inhibition above about 15%
# Target sequence (Q9NXA8 whole entry, looked up): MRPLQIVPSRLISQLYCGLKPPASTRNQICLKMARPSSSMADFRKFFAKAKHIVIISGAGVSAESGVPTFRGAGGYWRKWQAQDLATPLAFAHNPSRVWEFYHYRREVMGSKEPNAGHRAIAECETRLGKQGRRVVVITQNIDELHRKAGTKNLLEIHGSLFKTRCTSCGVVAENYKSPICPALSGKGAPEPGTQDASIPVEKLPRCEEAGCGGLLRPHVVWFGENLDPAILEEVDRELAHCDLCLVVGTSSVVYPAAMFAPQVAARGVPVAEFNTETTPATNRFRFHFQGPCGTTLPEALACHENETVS
# * hit, by the source's call; x = no result given. Only part of the results is shown, so the mix of outcomes need not match the whole.
SMILES,PGC1a acetyl inh,Xi reactivation,S100A4 inh HTS,Cneo AK release,LGR2 inh,ERAP1 HTS inh,C2C12 statin,SIRT5 block
CN(CC1CCOCC1)C(=O)CC1C(=O)NCCN1Cc1cccc(F)c1 (configuration not stated),-2,0.1,-1,-1,4,-4,x,-1
O=C(Nc1cc(F)ccc1F)N1C[C@@H]2[C@H](c3ccccc31)[C@H](CO)N2CC1CCCC1,-9,0.2,-44,1,3,1,2,-5
CC(C)CC#Cc1ccc2c(c1)O[C@@H](CN(C)S(=O)(=O)c1ccc(F)cc1)[C@@H](C)CN([C@H](C)CO)S2(=O)=O,-4,0.2,10,1,-3,0,12,0
CCCCn1c2ccc(F)cc2c2nnc(SCCN3CCCCC3)nc21,20,0.0,-4,0,9,3,-13,1
CCn1cc(Cl)c(C(=O)Nc2c(C)nn(Cc3c(F)c(F)c(F)c(F)c3F)c2C)n1,x,0.0,1,1,0,0,x,-5
COc1ccc(CNC(=O)CCNC(=O)c2ccc(C(C)(C)C)cc2)cc1OC,5,-0.2,8,1,-10,-1,5,1
COc1cccc(S(=O)(=O)Nc2ccc3c(c2)[C@@H]2C[C@@H](CC(=O)N4CCCCC4)O[C@H](CO)[C@@H]2O3)c1,4,-0.1,15,-3,-3,0,-5,-6
CCCC(=O)Nc1ccc2c(c1)C(=O)N(C)[C@@H]1CC[C@H](CC(=O)NC3CCCC3)O[C@@H]1CO2,-2,0.1,-25,3,19,0,-31,-4
NS(=O)(=O)c1ccc(NC(=O)CCc2ccccc2)cc1,12,x,24,0,-9,-2,-24,-15
O=C1CCCC2=C1C(c1ccncc1)Nc1ccccc1N2 (configuration not stated),1,x,x,-2,22,x,0,x
C[C@H](NC(=O)C[C@@H]1CC[C@@H](NC(=O)C2CCC2)[C@H](CO)O1)c1ccccc1,4,0.9,-1,-1,10,1,8,0
Cc1noc(C)c1NC(=O)Nc1ccc2c(c1)C(=O)N([C@H](C)CO)C[C@@H](C)[C@H](CN(C)CC1CC1)OCCCC[C@@H](C)O2,-5,0.2,14,6,-5,-1,x,-3
CCn1cc(-c2ccccc2)c(C(=O)O)c1-c1ccc(OC)cc1,6,0.0,4,2,-24,-1,13,1
Cc1ccc(S(=O)(=O)N(C)C[C@H]2OCCCC[C@H](C)Oc3ccc(NC(=O)CCC(F)(F)F)cc3C(=O)N([C@H](C)CO)C[C@H]2C)cc1,12,0.0,3,9,9,-3,x,7
CN1CCC/C1=C/C=C1\SC(=S)NC1=O,x,-0.1,-3,x,16,8,x,2
O=C(OCc1ccccc1)N1C=CC2CC1c1c(Cl)cccc12 (configuration not stated),-5,0.0,4,0,13,0,-28,1
O=C(Cn1ncc(Cl)c(Cl)c1=O)NC1CCS(=O)(=O)C1 (configuration not stated),-8,0.1,0,x,-8,17,x,0
O=C(CN1CCN(C/C=C/c2ccccc2)CC1)NC(=O)NC1CCCCC1,-2,0.1,-3,x,9,3,x,-2
CCN(C(=O)c1cccc(S(=O)(=O)N(C)C)c1)C12CC3CC(CC(C3)C1)C2,-4,0.0,-7,-1,1,1,-7,-1
COc1cc(C(=O)OCC(=O)c2cc(C)n(CC3CCCO3)c2C)ccc1OCC(=O)N1CCOCC1 (configuration not stated),-9,0.0,-4,-1,5,0,8,-1
CC(=O)Nc1ccc(CN(C)c2c(C)nc3ccc(C(=O)N4CCN(c5ccccc5)CC4)cn23)cc1,12,0.2,-4,0,-2,-1,-5,1
Cc1ccc(Cl)cc1N1CCN(C(=O)c2ccc3nc[nH]c3c2)CC1,x,-0.1,-2,x,19,7,-3,1
O=C(Nc1ccccc1Br)C(=O)N1CCCC1,0,-0.1,x,-2,6,x,x,x
CCC(=O)N1[C@@H]2c3ccc(-c4cncnc4)c(=O)n3C[C@H]1[C@H](CO)[C@H]2C(=O)N1CCc2ccccc2C1,x,0.3,x,x,11,x,-5,-6
CC(C)N(C(=O)CSc1nnc(NC2CC2)s1)c1ccccc1,-10,0.4,0,0,0,1,2,-1
COc1ccccc1NC(=O)c1cc(Br)ccc1Cl,x,0.0,-6,x,16,0,x,-2
CC(=O)OC(COc1cccc(C)c1)Cn1cnc2ccccc21 (configuration not stated),-8,0.1,-1,x,-6,1,x,-3
COc1cccc(CNC(=O)C2CCN(S(=O)(=O)N3CCC4(CC3)OCCO4)CC2)c1,-7,0.0,x,x,-12,x,8,x
Cc1ccccc1OCCCC(=O)Nc1nncs1,x,0.4,3,1,13,-2,-10,0
COc1cccc(C(=O)N2CCC(CCC(=O)Nc3cccc(C)c3)CC2)c1,3,0.2,-8,-1,-4,4,5,0
COc1ccc(OC)c(NC(=O)C2CCCCC2)c1,x,0.1,-1,x,2,4,x,-2
CCc1ccccc1NC(=O)CN(C)C(=O)COc1ccc(C)nc1[N+](=O)[O-],-4,0.1,x,-1,2,x,18,x
COc1cccc(OC)c1CN(C)C(=O)c1cnccc1C(F)(F)F,-6,0.0,-3,1,x,-4,x,0
O=C(NNC(=O)c1sccc1-n1cccc1)Nc1ccccc1,x,0.0,-2,x,2,-4,x,-1
COc1ccc(NC(=O)Nc2ccc3c(c2)C(=O)N([C@H](C)CO)C[C@H](C)[C@H](CN(C)S(=O)(=O)c2c(C)noc2C)OCCCC[C@H](C)O3)cc1,-9,-0.2,x,-1,-6,x,x,x
CCOC(=O)C(=CNNc1c(C)csc1C(=O)OC)C(=O)OCC,x,-0.1,-2,x,10,5,x,0
O=C(NNC(=O)c1ccco1)c1ccccc1,x,-0.5,2,3,-7,2,x,-7
CCc1cc2c(=O)n(CCCOC)c(SCC(=O)Nc3oc(C)c4c(C)n[nH]c(=O)c34)nc2s1,-8,-0.1,4,x,-27,-5,x,-1
O=S(=O)(NCC(c1ccc2c(c1)OCO2)N1CCOCC1)c1ccc(F)cc1 (configuration not stated),x,-0.1,-1,5,-6,0,-3,-2
Cc1ccc(C(=O)Nc2ncc([N+](=O)[O-])s2)cc1,-23,0.0,-9,-10,x,-2,-48,3
O=S(=O)(Cc1ccccc1)N1CCCCN2[C@@H](CO)[C@H](c3ccc(-c4cccnc4)cc3)[C@@H]2C1,4,0.2,-1,-2,-11,-2,26,-9
COC(=O)c1ccc(S(=O)(=O)N2CCc3ccccc32)cc1,-24,0.9,9,-4,7,-5,29,0
CO[C@@H]1CN(C)C(=O)c2cc(NC(=O)C3CCOCC3)ccc2OC[C@@H](C)N(CC2CC2)C[C@@H]1C,-4,0.2,-7,-1,-12,-4,4,1
COc1ccccc1C(=O)Nc1ccc2c(c1)OC[C@@H](C)N(C(C)=O)C[C@@H](C)[C@H](OC)CN(C)C2=O,-5,0.3,21,2,3,x,-45,10
O=C(CSc1nnc(-c2ccc(Br)cc2)o1)N1CCN(C(=O)c2ccco2)CC1,11,x,-4,-2,25,1,6,2

# Next part, starting with the last six of the part before.
SMILES,PGC1a acetyl inh,Xi reactivation,S100A4 inh HTS,Cneo AK release,LGR2 inh,ERAP1 HTS inh,C2C12 statin,SIRT5 block
Cc1ccc(C(=O)Nc2ncc([N+](=O)[O-])s2)cc1,-23,0.0,-9,-10,x,-2,-48,3
O=S(=O)(Cc1ccccc1)N1CCCCN2[C@@H](CO)[C@H](c3ccc(-c4cccnc4)cc3)[C@@H]2C1,4,0.2,-1,-2,-11,-2,26,-9
COC(=O)c1ccc(S(=O)(=O)N2CCc3ccccc32)cc1,-24,0.9,9,-4,7,-5,29,0
CO[C@@H]1CN(C)C(=O)c2cc(NC(=O)C3CCOCC3)ccc2OC[C@@H](C)N(CC2CC2)C[C@@H]1C,-4,0.2,-7,-1,-12,-4,4,1
COc1ccccc1C(=O)Nc1ccc2c(c1)OC[C@@H](C)N(C(C)=O)C[C@@H](C)[C@H](OC)CN(C)C2=O,-5,0.3,21,2,3,x,-45,10
O=C(CSc1nnc(-c2ccc(Br)cc2)o1)N1CCN(C(=O)c2ccco2)CC1,11,x,-4,-2,25,1,6,2
C[C@@H]1CCCCO[C@H](CN(C)Cc2ccc3c(c2)OCO3)[C@H](C)CN([C@@H](C)CO)C(=O)c2cc(NC(=O)NC3CCCCC3)ccc2O1,-5,-0.1,9,6,2,2,x,-1
C[C@@H]1CN([C@H](C)CO)C(=O)c2cc(NS(=O)(=O)c3ccc(Cl)cc3)ccc2O[C@@H](C)CCCCO[C@H]1CN(C)Cc1ccccc1,-3,0.0,8,0,20,-3,x,3
COCC(=O)N(C)C[C@@H]1Oc2cc(-c3cccc(F)c3)ccc2S(=O)(=O)N([C@@H](C)CO)C[C@H]1C,-24,-0.4,18,-1,0,2,-7,-2
C[C@@H]1CN([C@@H](C)CO)C(=O)c2cc(NS(=O)(=O)c3cn(C)cn3)ccc2O[C@H]1CN(C)S(=O)(=O)c1ccccc1,0,-0.9,4,2,-5,1,x,12
CCn1nc(C)c(NC(=O)CC23CC4CC(CC(C4)C2)C3)c1C,x,0.0,3,x,7,-3,x,-2
CC(C)C[C@@H](CN)NC(=O)c1nc[nH]c1C(=O)N[C@@H](Cc1ccccc1)C(=O)CNC[C@H](C)NC(=O)c1nc[nH]c1C(=O)N[C@@H](CC(C)C)C(=O)O,2,0.0,-5,8,-2,x,25,x
Cc1cc(NC(=O)CSCC(=O)Nc2nc3ccc(F)cc3s2)no1,x,-0.1,0,-1,0,1,0,0
CCC(C)Sc1ccc(-c2nc3ccc(Cl)cn3c2NCc2ccccc2)cc1 (configuration not stated),5,0.0,2,-2,-128,2,3,0
NS(=O)(=O)c1ccc(CCNC(=O)C(=O)C2C(=O)Nc3ccccc32)cc1 (configuration not stated),-13,0.1,-1,0,-1,-1,5,-1
Cc1ccc(/C=N/NC(=O)c2ccc3c(c2)OCCO3)s1,4,0.0,1,x,-70,0,x,-1
CN(C)C(=O)c1cccc(-c2ccccc2[C@@H]2[C@@H](C#N)N(C(=O)C3CCCCC3)[C@H]2CO)c1,-17,0.0,5,x,0,-1,x,4
COc1cccc(-c2ccc3c(c2)O[C@@H](CN(C)C(C)=O)[C@@H](C)CN([C@@H](C)CO)S3(=O)=O)c1,-11,0.5,-2,-2,-8,2,3,-1
COc1cccc(-c2ccc([C@@H]3[C@@H](CO)N4C(=O)CN(C(=O)c5ccncc5)C[C@@H]34)cc2)c1,0,0.2,3,x,2,0,x,0
O=C(Cc1ccccc1)N1CC(=O)N2[C@@H](CO)[C@H](c3ccc(C#CCc4ccccc4)cc3)[C@@H]2C1,0,0.2,8,x,1,1,x,11
